IL-2 act – activates IL-2 in a cell-based reporter assay | IL-2 activation reporter assay, cell-based qHTS; stimulated with anti-CD3/CD4/CD28 beads; in transgenic mouse T cells | activation, % (series mostly up to about 46 µM) | actives 0.065% (n = 360,000); in the data active = activation above about 50%; inconclusive = mostly about 30% to 49%; also: 0% is about no effect
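Unstimulated transgenic mouse T cells; 60-min compound exposure; bead-based TCR/CD4/CD28 stimulation; 18 h culture, 37 degrees C; dual fluorescence (EGFP, DsRed) plate cytometry.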
GLP-1R inv ag – inverse agonists of human GLP-1 receptor. P43220. HEK293 GLP-1R CRE-luciferase, luminescence, 24 h; GLP-1R form is constitutively active. Potency, µM (highest dose often 38.3 µM), for the others: at the highest dose activity change, negative = inhibition, usual class: inhibitors. actives 1.6% (n = 410,000). AID 624417; also: potency is read from the fitted curve at half-maximal effect; % is scaled to controls: 0 for no effect and ±100 for the full control effect; nearly all actives have a fitted effect of over 55% in size
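HEK293 cells stably co-expressing a cAMP-responsive luciferase reporter and constitutively active GLP-1R were seeded, incubated 12 h, then exposed to compounds for 24 h at 37 C. Luminescence was read 12 min after detection reagent; inverse agonists lower signal.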
GLP1R cytotox – cytotoxicity in counter-screen for GLP-1R inverse agonists; AID 624418; Potency, µM (series often up to 38.3 µM), inactives show top-dose activity change, negative = inhibition, most hits filed as inhibitors; HEK293 cAMP-luciferase reporter cells, luminescence, 24 h; actives 0.13% (n = 410,000);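 also: loss of luciferase light is scored as toxicity; potency is read from the fitted curve at half-maximal effect; % is scaled to controls: 0 for no effect and ±100 for the full control effect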
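Here, cytotoxicity is scored as loss of luminescence. The MLSMR collection was tested on cells seeded in medium containing 10% Nu serum, with a 24 hr compound exposure preceded by 12 hours of culture.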
PI5P4K alpha inh – blocks human PI5P4K alpha kinase activity. max response, %. P48426. actives 1.2% (n = 330,000). AID 652105. PI5P4Kalpha enzyme, ADP-Glo luminescence, 60 min; hits give low values; active = max response of -50% or lower; inconclusive = between -30% and -50%; inactive = -30% or higher; also: value at the top dose of about 77 µM; % is scaled to controls: 0 for no effect and ±100 for the full control effect
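Compounds were pin-transferred onto PI5P4Kalpha and substrate in HEPES pH 7.4 buffer with EGTA, CHAPS and 5% DMSO. ATP (5 microM final) started the reaction, which ran 60 minutes at room temperature before ADP-Glo detection.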
GLP1R ag – GLP-1 receptor (human) agonism. P43220. HEK293 GLP-1R CRE-luciferase, luminescence, 4-6 h; cells express a hypersensitive GLP-1R form. Potency, µM (doses to about 45.6 µM), for the others: top-dose activation, usual class: activators. actives 0.007% (n = 380,000). AID 624172; also: potency is read from the fitted curve at half-maximal effect; % of control where 0% means no effect
PLK1 PBD block – inhibitors of human PLK1 polo-box domain binding; P53350; Plk1 PBD binding of FITC phosphopeptide, fluorescence polarization; actives 2.8% (n = 360,000); Potency, µM, for the others: max response, negative = inhibition, actives largely listed as inhibitors; also: potency is read from the fitted curve at half-maximal effect; series mostly up to about 57 µM; % is scaled to controls: 0 for no effect and ±100 for the full control effect; nearly all actives have a fitted effect of over 65% in size
EPAC1 antag – EPAC1 (human) antagonism. EPAC1 GEF assay, Rap1b-BODIPY-GDP exchange fluorescence. actives 0.14% (n = 360,000). Potency, µM (series often up to 115 µM), for the others: top-dose activity change, negative = inhibition, most hits filed as inhibitors. AID 720709. O95398;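 also: potency is read from the fitted curve at half-maximal effect; plate controls were vehicle for no effect and positive control for full effect; nearly all actives have a fitted effect of over 50% in size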
Target sequence (O95398 whole entry, looked up): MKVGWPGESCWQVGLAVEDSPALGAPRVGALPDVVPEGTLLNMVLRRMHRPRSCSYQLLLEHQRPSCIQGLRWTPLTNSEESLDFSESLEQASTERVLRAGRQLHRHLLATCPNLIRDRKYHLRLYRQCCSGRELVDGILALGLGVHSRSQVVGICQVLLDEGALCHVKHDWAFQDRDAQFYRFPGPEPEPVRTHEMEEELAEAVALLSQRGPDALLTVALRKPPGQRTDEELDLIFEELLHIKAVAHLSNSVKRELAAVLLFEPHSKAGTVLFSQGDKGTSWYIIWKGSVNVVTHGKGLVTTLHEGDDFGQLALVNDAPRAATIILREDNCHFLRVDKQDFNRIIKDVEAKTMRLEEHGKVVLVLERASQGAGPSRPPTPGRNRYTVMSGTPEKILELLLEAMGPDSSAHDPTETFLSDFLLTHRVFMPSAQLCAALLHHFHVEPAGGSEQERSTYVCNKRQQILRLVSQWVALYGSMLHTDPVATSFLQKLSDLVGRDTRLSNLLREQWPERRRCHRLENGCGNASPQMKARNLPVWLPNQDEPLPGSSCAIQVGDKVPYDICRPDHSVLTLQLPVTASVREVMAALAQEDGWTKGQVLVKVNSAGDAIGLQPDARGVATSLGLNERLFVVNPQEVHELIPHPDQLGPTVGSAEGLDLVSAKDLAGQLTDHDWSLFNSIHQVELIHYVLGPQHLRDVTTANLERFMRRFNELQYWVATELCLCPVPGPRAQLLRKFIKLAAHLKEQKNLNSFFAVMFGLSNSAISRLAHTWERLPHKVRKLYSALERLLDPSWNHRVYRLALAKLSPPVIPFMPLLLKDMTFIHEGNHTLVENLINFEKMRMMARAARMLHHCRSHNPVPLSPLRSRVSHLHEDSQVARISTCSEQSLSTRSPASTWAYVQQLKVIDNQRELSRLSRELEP
PTHR1 ag – activates the human parathyroid hormone receptor PTHR1 | Q03431 | HEK293 GP2 PTHR1 cells, GloSensor cAMP luminescence, 1 h | Potency, µM (doses to about 115 µM), without a hit: at the top dose activation, hits mostly activators | actives 0.075% (n = 410,000) | AID 743266; also: potency is read from the fitted curve at half-maximal effect; nearly all actives have a fitted effect of over 55% in size; some results filed as inactive show a strong effect at the top dose; inactives centre near -15; many of its hits are not listed in these tables
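HEK-293-derived GP2 cells expressing PTHR1 and a GloSensor cAMP reporter, 3,000/well, plated overnight, given luciferin plus IBMX (each 0.5 mM as added) for 1 h at 37 °C, then compound for 1 h at 37 °C. Luminescence was read after 15 min at room temperature.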
EPAC1 agonist – EPAC1 (human) agonism; O95398; EPAC1 agonist qHTS, biochemical assay; response scale: 100% = response to 6.5 mM cAMP; Potency, µM (top dose mostly 154 µM), without a hit: at the highest dose activation, most hits filed as activators; actives 0.073% (n = 360,000); also: potency is read from the fitted curve at half-maximal effect; nearly all actives have a fitted effect of over 60% in size
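Compounds were pinned as a concentration titration into mixtures of EPAC1 (100 nM), BODIPY-GDP-loaded Rap1B (250 nM) and GDP (50 uM). After 5 min at room temperature, fluorescence was followed for 30 min; activity was scaled to 6.5 mM cAMP.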
An asterisk follows results filed as active; i = inactive; u = inconclusive; x = not tested or not shown; [ ] = remark or other dose. Unless noted, calls follow the shape of the dose curve; as a rule, active = well fitted curve in the direction sought with a large enough effect; inconclusive = small, poorly fitted or top-dose-only effect, or another doubt; inactive = no such curve, though single readings can be large; an effect the other way counts as inactive or inconclusive. A portion of the library, so the mix of outcomes need not match the whole.

SMILES	IL-2 act	GLP-1R inv ag	GLP1R cytotox	PI5P4K alpha inh	GLP1R ag	PLK1 PBD block	EPAC1 antag	PTHR1 ag	EPAC1 agonist
CC(=O)C1=C(O)C(=O)N(c2cccc(C(=O)O)c2)C1c1ccc(F)cc1 (stereo not drawn)	-2.4	8%	5%	-8	-9%	-8%	2%	-1%	0%
CCC(O)CNc1nc(-n2nc(C)cc2C)nc2sc3c(c12)CC(C)(C)OC3 (stereo not drawn)	0.1	-4%	u	13	1%	-4%	-6%	i	7%
CC(C)c1ccccc1-n1c(SCC(=O)N2CCN(c3ccccc3)CC2)nnc1-c1cccnc1	-0.8	u	-33%	1	-2%	-7%	-1%	i	2%
CC(=O)Nc1ccc(S(=O)(=O)Nc2ccc(-c3cn4c(C)csc4n3)cc2)cc1	x	28%	-5%	x	1%	x	x	i	x
COCCCn1c(SCC(=O)NC2CCS(=O)(=O)C2)nnc1-c1ccc(Cl)cc1 (stereo not drawn)	0.8	10%	-18%	1	-4%	4%	-1%	i	-7%
C/C(=N\NC(=O)c1cc(-c2cccs2)nc2ccccc12)c1ccccn1	-3.4	2.8µM*	u	1	7%	-1%	-10%	i	11%
Cc1nnc(SCC(=O)NCC2CCCCC2)n(N)c1=O	0.5	13%	-26%	-3	-6%	-9%	7%	i	-1%
CCNC(=S)N1C2CCC1CC(NC(=O)Nc1ccc(C(=O)OCC)cc1)C2 (stereo not drawn)	0.1	-13%	-2%	-1	7%	1%	-13%	-8%	-6%
COc1ccc(C(C)(NC(C)=O)c2nc(-c3ccc(F)cc3OC)cs2)cc1 (stereo not drawn)	-0.8	u	2%	0	-5%	1%	-6%	i	-12%
Cc1c(Cl)cccc1NC(=O)CSc1nc(=O)n(CCCN2CCOCC2)c2c1CCC2	-4.6	7%	2%	-5	0%	-3%	u	-24%	4%
O=S(=O)(c1ccccc1)N1N=C(c2cccs2)CC1c1cccc(O)c1 (stereo not drawn)	-1.4	u	-12%	-5	-4%	-1%	-32%	-21%	4%
CCN1C[C@@H]2[C@@H]3C(=O)N(Cc4ccccc4)C(=O)[C@@H]3[C@](Cc3ccccc3)(C1=O)N2C(=O)c1ccc(Cl)cc1	-0.3	12%	-22%	1	-3%	-5%	-15%	i	4%
CC(C)(C)c1nc(NCCO)c2nnn(Cc3ccccc3)c2n1	-0.8	6%	-5%	-1	u	u	-20%	-2%	-1%
Cc1ccc(N(CC(=O)N/N=C/c2cc(C)n(-c3ccccc3C)c2C)S(C)(=O)=O)cc1	0.8	u	0%	6	6%	-6%	-7%	i	8%
CC[N+]1(CC)CC2=Cc3c(ccc4ccccc34)C(C)C2C1 (stereo not drawn)	-2.9	-11%	3%	4	-3%	-10%	-27%	i	2%
COc1ccc(NC(=O)CSc2nnc3ccc(-c4cccnc4)nn23)c(OC)c1	2.0	27%	-10%	-2	0%	-2%	9%	-7%	-8%
CC(C)C[C@H](NC(=O)[C@@H]1Cc2c([nH]c3ccccc23)C2c3ccccc3C(=O)N21)C(=O)N1CCC[C@@H]1C(=O)O (stereo partly drawn)	-0.4	-17%	-13%	8	1%	-7%	-7%	i	-6%
CNc1ccccc1C(=O)OC(C)C(=O)Nc1ccc(Cl)cn1 (stereo not drawn)	-2.3	u	u	10	-11%	-5%	-19%	i	20%
COC(=O)c1ccc(Cn2nnc3c(=O)[nH]c(C4CCCN(S(=O)(=O)c5ccc(C)cc5)C4)nc32)cc1 (stereo not drawn)	-0.1	1%	2%	1	7%	-10%	-9%	-12%	-1%
CC(C)c1nn2c(=O)cc(CSc3ccccc3NC(=O)c3ccccc3F)nc2s1	0.6	u	-5%	3	-3%	-2%	u	u	-6%
O=C(Nc1cccs1)Nc1cccnc1Cl	-0.1	29%	-6%	-7	11%	-3%	-12%	-10%	4%
O=C(NCc1ccccc1Cl)c1csc([C@@H]2O[C@H](CO)[C@@H](O)[C@H]2O)n1	0.0	-16%	-3%	3	0%	-2%	8%	i	-22%
CCCc1cc(CN2CCOCC2)c(O)c(CN2CCOCC2)c1O	-6.3	-25%	-28%	-16	2%	6.7µM*	13%	-6%	6%
CN(C)CCN1C(=O)c2oc3ccccc3c(=O)c2C1c1ccc(F)cc1 (stereo not drawn)	-1.5	0%	3%	x	-4%	-12%	-12%	-1%[57.5 µM]	-2%
CC(C)NS(=O)(=O)c1ccc2c3c(cccc13)CC2	0.0	u	-23%	-1	11%	-27%	-2%	-40%[inhibitor]	-5%

(list continues)
SMILES	IL-2 act	GLP-1R inv ag	GLP1R cytotox	PI5P4K alpha inh	GLP1R ag	PLK1 PBD block	EPAC1 antag	PTHR1 ag	EPAC1 agonist
Fc1ccccc1CN1CCCC(NC2CCC2)C1 (stereo not drawn)	0.1	-4%	26%	8	1%	-16%	9%	-95%[inhibitor]	11%
COc1ccc(C(=O)N2CCc3cc(OC)c(OC)cc3C2COc2ccccc2OC)cc1 (stereo not drawn)	x	20%	-11%	x	18%	x	x	-35%[inhibitor]	x
CC12CC3CC(C)(C1)CC(C(=O)NCc1ccco1)(C3)C2	-0.6	-20%[7.66 µM]	-2%[7.66 µM]	4	5%	27µM*	-18%	-1%	-13%
O=C1CC(N2CCC(O)(c3ccc(Cl)cc3)CC2)C(=O)N1Cc1ccc(N2CCCC2=O)cc1 (stereo not drawn)	-1.1	-28%	-17%	0	-5%	-7%	9%	-35%[inhibitor]	4%
Cc1ccc(-c2csc(N3CCC(NS(=O)(=O)c4ccc5c(c4)OCCO5)CC3)n2)cc1	-2.7	u	-21%	-4	0%	-5%	-3%	i	4%
O=C(O)C(=O)Nc1nc(-c2ccc3c(c2)OCCO3)cs1	-0.3	8%	0%	-24	6%	-4%	-27%	i	6%
CCN(CC)CCN(C(=O)C1=COCCO1)c1nc2cc3c(cc2s1)OCO3	-0.4	5%	-12%	-5	-6%	0%	-5%	0%	-3%
Cc1ccc(-n2cc(C(=O)c3cc(Cl)ccc3O)cc(C#N)c2=O)cc1	-0.3	u	-26%	-18	-16%	-8%	-6%	-65%[inhibitor]	7%
COc1ccc(CN2C(=O)c3cccnc3C2=O)cc1S(=O)(=O)N1CCOc2ccc(Cl)cc21	-0.4	30%	0%	1	2%	-5%	8%	i	11%
COC(=O)[C@]12CCCCC=C1N(Cc1ccco1)C(=O)[C@H](CC(=O)NCCC(C)C)C2	-0.1	-16%	4%	-1	0%	-3%	-14%	-17%	-6%
Cc1ccc(-n2nc3c(c2NC(=O)c2ccco2)CS(=O)(=O)C3)cc1C	-1.3	47%[activator]	7%	-9	11%	-1%	1%	-24%	-3%
CCOC(=O)c1c(C)[nH]c(C(=O)CN2C(=O)NC(C)(c3ccc(C)cc3)C2=O)c1C (stereo not drawn)	0.0	u	-15%	1	4%	0%	-3%	-12%[57.5 µM]	4%
COc1ccc(C(=O)N2CCCC(Nc3ccc(F)c(F)c3)C2)c(OC)n1 (stereo not drawn)	-4.2	-16%	-3%	7	-3%	-1%	3%	-9%	-2%
CCOC(=O)C1CCCN(CCC(=O)Nc2cccc(F)c2)C1 (stereo not drawn)	-3.2	-5%	-24%	x	-9%	-5%	15%	i	-16%
Cc1cc(C(=O)Nc2ccc3c(c2)OCCO3)c2ccccc2n1	0.3	-32%	-9%	-10	5%	-2%	9%	i	2%
Cc1c(Br)c([N+](=O)[O-])nn1C(C)C(=O)Nc1c(C)n(C)n(-c2ccccc2)c1=O (stereo not drawn)	-2.2	-14%	-20%	x	1%	0%	9%	-8%[57.5 µM]	-2%
O=C(CSc1nnc(-c2ccccc2)n1-c1ccccc1)c1cccs1	-0.5	u	-3%	-4	1%	-3%	-9%	-8%	-1%
CC(=O)Nc1cc(NC(C)=O)cc(C(=O)N2CCCC3CCCCC32)c1 (stereo not drawn)	0.5	16%	6%	-65*	8%	-21%	2%	-8%	6%
CCCCCCn1c(CN2CCN(Cc3ccccc3)CC2)nc2c1c(=O)n(C)c(=O)n2C	-3.1	0%	-16%	x	-2%	0%	-1%	0%[57.5 µM]	1%
O=C(C1CCN(Cc2ccccc2)CC1)N1CCCC1	-1.9	9%	8%	-7	-1%	-6%	-17%	i	2%
COC(=O)c1cc2occc2n1CC(=O)Nc1ccc(C)cc1C	-0.8	0%	-3%	x	3%	-3%	12%	i	1%
CCCC(C)NC(=S)Nc1cc(C)cc(C)c1 (stereo not drawn)	0.4	11%[0.307 µM]	-3%[0.307 µM]	4	10%	-9%	3%	-1%	5%
COc1cc(C(=O)O/N=C(\N)c2ccccn2)cc(OC)c1OC	-0.1	7%	-13%	-3	27%	-5%	2%	0%	15%
O=C(O)CNc1nc(-c2ccccc2)nc2ccccc12	-2.1	0%	-22%	x	-10%	-12%	13%	7%[57.5 µM]	4%
COCCn1c(C)cc(C2=NNC(=NC3CC3)SC2)c1C	0.1	-25%[0.307 µM]	13%[0.307 µM]	-27	-4%	-7%	13%	-43%[inhibitor]	-2%
CCOC(=O)N1CCN(c2ncnc3c2[nH]c2ccc(F)cc23)CC1	-1.2	-20%	-20%	12	-4%	0%	0%	-32%[inhibitor]	0%
Cc1cc(C)nc(SCC(=O)NN)n1	1.7	3%	-6%	2	11%	-15%	21%	i	19%
Cc1cccc(C)c1NC(=O)C1(C)CSCC(=O)N1CC(C)C (stereo not drawn)	-0.5	18%	8%	-1	x	-14%	-9%	-2%	7%

Complete entries from above:
Record of Fc1ccccc1CN1CCCC(NC2CCC2)C1 (stereo not drawn) → IL-2 act = 0.1; GLP-1R inv ag = -4%; GLP1R cytotox = 26%; PI5P4K alpha inh = 8; GLP1R ag = 1%; PLK1 PBD block = -16%; EPAC1 antag = 9%; PTHR1 ag = -95%[inhibitor]; EPAC1 agonist = 11%
Record of COc1ccc(C(=O)N2CCc3cc(OC)c(OC)cc3C2COc2ccccc2OC)cc1 (stereo not drawn) → IL-2 act = x; GLP-1R inv ag = 20%; GLP1R cytotox = -11%; PI5P4K alpha inh = x; GLP1R ag = 18%; PLK1 PBD block = x; EPAC1 antag = x; PTHR1 ag = -35%[inhibitor]; EPAC1 agonist = x
